# ST2 IL33 inh: IL1RL1 inhibition | Q01638 | AlphaLISA ST2-Fc/biotin-IL-33 interaction, 1 h | inhibition, % for hits at 17 µM | hit rate 2.3% among 78,000; in the data active = inhibition above about 30%; inconclusive = mostly about 10% to 28%
# Target sequence (Q01638 whole entry, looked up): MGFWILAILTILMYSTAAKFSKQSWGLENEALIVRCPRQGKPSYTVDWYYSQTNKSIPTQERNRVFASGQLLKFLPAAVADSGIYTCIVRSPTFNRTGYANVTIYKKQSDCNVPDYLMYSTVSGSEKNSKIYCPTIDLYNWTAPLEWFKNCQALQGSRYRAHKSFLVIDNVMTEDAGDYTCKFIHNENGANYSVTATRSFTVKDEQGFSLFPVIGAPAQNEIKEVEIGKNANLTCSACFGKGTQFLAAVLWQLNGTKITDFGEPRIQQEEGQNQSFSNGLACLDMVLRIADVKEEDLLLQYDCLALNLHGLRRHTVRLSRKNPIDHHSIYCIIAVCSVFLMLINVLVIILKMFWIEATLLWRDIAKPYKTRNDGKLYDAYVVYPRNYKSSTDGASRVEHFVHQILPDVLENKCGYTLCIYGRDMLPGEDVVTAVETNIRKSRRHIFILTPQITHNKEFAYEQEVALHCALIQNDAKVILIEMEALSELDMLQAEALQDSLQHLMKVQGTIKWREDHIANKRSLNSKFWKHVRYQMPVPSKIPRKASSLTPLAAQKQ
# * = called active by the depositor; i = inactive; ? = inconclusive. The list is partial. The share of hits here may be higher or lower than overall.
# The opening five records as a preview:
compound | ST2 IL33 inh
CCOC(=O)C(C)Oc1cc2c(C(=O)OC)c(C)oc2cc1Br (stereo not given) | i
O=C(CCN1CCCO1)N1CCOC(CCCc2ccccc2)C1 (stereo not given) | i
N#Cc1cccc(NC(=O)N[C@H]2[C@H](O)[C@@H](Oc3ccccc3)[C@@H]3OC[C@H]2O3)c1 | i
COCC(NC(=O)c1cc(NC(C)=O)ccc1Cl)c1ccccn1 (stereo not given) | i
O=C(Nc1ccccc1)c1c(F)c(F)c(F)c(F)c1F | i

# The whole of this part, repeating the preview:
compound | ST2 IL33 inh
CCOC(=O)C(C)Oc1cc2c(C(=O)OC)c(C)oc2cc1Br (stereo not given) | i
O=C(CCN1CCCO1)N1CCOC(CCCc2ccccc2)C1 (stereo not given) | i
N#Cc1cccc(NC(=O)N[C@H]2[C@H](O)[C@@H](Oc3ccccc3)[C@@H]3OC[C@H]2O3)c1 | i
COCC(NC(=O)c1cc(NC(C)=O)ccc1Cl)c1ccccn1 (stereo not given) | i
O=C(Nc1ccccc1)c1c(F)c(F)c(F)c(F)c1F | i
Cc1cc(C)n(C(C)CNC(=O)CC(=O)Nc2cc(Cl)ccc2C)n1 (stereo not given) | i
O=C(Nc1ccnn1C1CCN(C(=O)Cc2c(F)cc(F)cc2F)CC1)C1CCOC1 (stereo not given) | ?
Cc1cccc(OCc2nnc(SCC(=O)Nc3nc(-c4ccccc4)cs3)o2)c1 | i
CC(C)Cc1cc(C(=O)Nc2cccc(O)c2)no1 | i
COc1ccc(CNC(=O)CC(=O)Nc2ccc(C)cc2)c(OC)c1 | i
COc1cc2c(cc1OC)CN(C1CCCN(Cc3cccc4cnccc34)C1)CC2 (stereo not given) | i
CCOc1ccccc1-c1cnc(N)c(C)c1 | ?
CCOc1cc(CN2CCN(c3ccccn3)CC2)ccc1O | i
Cc1ccc(C(C2=C(O)CC(C)(C)CC2=O)C2C(=O)CC(C)(C)CC2=O)s1 (stereo not given) | i
O=C(OCCN1C(=O)c2ccccc2C1=O)c1ccc(Cl)cc1 | i
Cc1ccc(C)c(NC(=O)NCCc2nc3cccnc3n2C2CCCCC2)c1 | ?
Cc1cc(N)c2ccccc2[n+]1CCCCCCCCCC[n+]1c(C)cc(N)c2ccccc21 | i
COc1cc(/C=C2\SC(=Nc3c(C)n(C)n(-c4ccccc4)c3=O)NC2=O)ccc1O | i
Cc1cccnc1CC(C)NC(=O)c1coc(COc2cccc(F)c2)n1 (stereo not given) | i
CC(C)CN1C[C@@H](C)[C@](O)(c2ccccc2)C[C@@H]1C | i
C=C/C(C)=C/[C@@]1(C)SC(=O)C(C)=C1O | ?
Cc1cc(C(=O)Nc2cc(Cl)ccc2O)no1 | i
CN(C)c1ccc(C(=O)N[C@H]2C[C@H]3C(=O)NC[C@@H](CCC(=O)NCc4cccs4)N3C2)cc1 | i
CC(C)Cn1cc(C(=O)NCCCN2CCCC2)c2c3ccccc3n(C)c2c1=O | i
CCN(CC)c1nc(-c2ccccc2O)nc2ccccc12 | ?
O=C(Nc1ccc(F)c(Cl)c1)c1cc(-c2cccs2)on1 | i
CN(CC1CCN(CCc2ccc(Cl)cc2)CC1)C(=O)c1ccc(C(F)(F)F)cc1 | i
O=C(Nc1ccccc1[N+](=O)[O-])c1cccc(S(=O)(=O)N2CCc3ccccc32)c1 | ?
CN1C[C@@H](N)C[C@H]1C(=O)NCC1CCN(CCc2ccccc2)CC1 | i
COc1ccc(NC(=O)c2cc3cc(Br)ccc3oc2=O)cc1 | i
COc1ccc2oc(=O)c(C(=O)Nc3cccc([N+](=O)[O-])c3)cc2c1 | i
CC(=O)C(C)n1c(CN2CCN(Cc3ccccc3)CC2)nc2c1c(=O)[nH]c(=O)n2C (stereo not given) | i
Cc1nc(NC(=O)N2CCCC(C(C)(C)O)C2)nn1C (stereo not given) | i
CCO[C@H]1[C@H](NC(=O)CC)c2ccccc2C12CCN(C(=O)c1cc3ccccc3oc1=O)CC2 | i
CCNC(=O)N1C[C@@H]2OCC(=O)N(CC3CCCCC3)[C@@H]2C1 | i
COCCn1c(CNC(=O)c2ccccc2Br)nc2cccnc21 | i
O=C(O)c1ccc(NS(=O)(=O)c2cccc(C(=O)Nc3cccc([N+](=O)[O-])c3)c2)cc1 | i
COc1ccc(-c2nnc(Nc3nc4ccc(OC)cc4s3)o2)cc1 | i
Cc1ccc(C)c(NC(=O)c2cc3ccccc3o2)c1 | i
O=[N+]([O-])c1ccc(C2CNC(c3ccc4c(c3)OCO4)O2)cc1 (stereo not given) | i
COc1ccccc1NC(=O)CN1CCN(Cc2ccccc2C)S1(=O)=O | i
O[C@]12CCCC[C@H]1CN(Cc1ccc(-c3ccn[nH]3)o1)CC2 | ?
C=CCN1CC2(c3ccccc3)CN(CC=C)CC(c3ccccc3)(C1)C2=O | ?
CCC(=O)N1c2ccccc2NC2=C(C(=O)CC(C)(C)C2)C1c1ccc(N(C)C)cc1 (stereo not given) | i
O=[N+]([O-])c1cnn(-c2nc(-c3cccs3)cc(C(F)(F)F)n2)c1 | ?
CC(=O)OC[C@@]12C(=O)C[C@@H](C)[C@]3(C[C@@H](c4ccoc4)OC3=O)[C@H]1CC[C@H](OC(C)=O)[C@]21CO1 | ?
CCc1nc2c(c3c1[nH]c1ccccc13)C(=O)CC(C)(C)C2 | i
CCC(=O)N1c2ccccc2-c2nnc(SC)nc2OC1c1ccc(C)s1 (stereo not given) | ?
COCCCn1c(=N)c(C(=O)NC2CCCC2)cc2c(=O)n3cccc(C)c3nc21 | i
CCCc1cc(=O)oc2cc(OCC(=O)OCC)ccc12 | i

# Some of the entries above, set out differently:
O[C@]12CCCC[C@H]1CN(Cc1ccc(-c3ccn[nH]3)o1)CC2
  ST2 IL33 inh: ?
O=[N+]([O-])c1cnn(-c2nc(-c3cccs3)cc(C(F)(F)F)n2)c1
  ST2 IL33 inh: ?
C=CCN1CC2(c3ccccc3)CN(CC=C)CC(c3ccccc3)(C1)C2=O
  ST2 IL33 inh: ?
CCC(=O)N1c2ccccc2NC2=C(C(=O)CC(C)(C)C2)C1c1ccc(N(C)C)cc1 (stereo not given)
  ST2 IL33 inh: i

# Following part
compound | ST2 IL33 inh
Cc1cc2c(cc1C)NC(c1ccc(Cl)s1)C1=C(CC(C)(C)CC1=O)N2 (stereo not given) | ?
COc1ccc(C(=O)Nc2ccc(OC)cc2OC)cc1 | i
CS(=O)(=O)N(CC(=O)O)c1ccc(Cl)c(Cl)c1 | i
COc1ccc(C(=O)CC2(O)C(=O)N(Cc3ccc(Cl)cc3)c3ccccc32)cc1[N+](=O)[O-] (stereo not given) | ?
c1ccc2c(c1)CCN(c1nc3cc4c(cc3s1)OCCO4)C2 | i
CC(C)C1CN(C(=O)CCn2cnnn2)CCC(=O)N1CC1CC1 (stereo not given) | ?
CCOCCOC(=O)C1=C(C)NC2=C(C(=O)C(C(=O)OC)C(C)C2)C1c1ccccc1OC (stereo not given) | i
O=C(Nc1cccc(Cl)c1)N1CCN(c2ccc([N+](=O)[O-])cc2)CC1 | i
CCCN1CCN(C(=O)CN2C(=O)C(CC)Oc3ccc(C)cc32)CC1 (stereo not given) | i
O=C(c1ccc2nc3ccccc3c(=O)n2c1)N1CCN(c2cccc(Cl)c2)CC1 | i

# Remaining list, next part
Molecule | ST2 IL33 inh
Cc1cnccc1CN(C)Cc1cccc(C(C)(C)C)c1O | i
CNc1ncc(CN(C)C(=O)c2cnn3ccn(C)c23)cn1 | i
CC(C(=O)NCc1cnn2ccccc12)n1cnc2ccccc21 (stereo not given) | ?
COC(=O)[C@@H]1Cc2ncn(Cc3ccc(Cl)cc3)c2CN1C(=O)c1ccc(F)cc1 | i
COc1ccc([N+](=O)[O-])cc1NC(=O)c1ccnn1C | ?
CSc1nnc(-c2ccccc2N)c(=O)[nH]1 | i
O=C(NC1CCS(=O)(=O)C1)C1CCCN(S(=O)(=O)c2ccccc2)C1 (stereo not given) | i
CC1=C(C(=O)Nc2nc3ccccc3s2)C(c2ccc(F)cc2)C2=C(CC(C)(C)CC2=O)N1 (stereo not given) | i
C=CCSc1nnc2c(n1)OC(c1ccc3c(c1)OCO3)Nc1ccccc1-2 (stereo not given) | i
O=C(C1CC1)N1CCc2cc(S(=O)(=O)NCc3ccc4c(c3)OCO4)ccc21 | 36%*
COc1ccc(-n2nnnc2SCC(=O)Nc2nonc2-c2nc3ccccc3n2C)cc1 | i
c1ccc2c(c1)Cc1cc(CN3CCn4cncc4C3)ccc1-2 | ?
O=C(NCCc1ccccc1)C(Cl)Cl | i
CCc1csc(Cn2ccnc2-c2nc[nH]c2C)n1 | i
CCCCNC(=O)C1(O)c2cc(Br)ccc2NC(=O)N1c1cccc(OC)c1 (stereo not given) | i
COc1ccc2nc(NC(=O)c3ccc(Cl)s3)sc2c1 | i
N#Cc1c(N)nc(SCC(=O)c2ccc(Cl)cc2)c(C#N)c1-c1ccco1 | ?
CCCCOc1ccc(C2C(C#N)=C(N)Oc3n[nH]c(CCC)c32)cc1OC (stereo not given) | i
CC1CC(=O)C2=C(C1)OC(N)=C(C#N)C2c1cccc(Cl)c1 (stereo not given) | i
CCCC(=O)n1c(=O)oc2cc(Cl)ccc21 | i
COc1ccc(C2C(C#N)=C(N)OC3=C2C(=O)CC(c2ccccc2)C3)cc1 (stereo not given) | i
CC(C)CNC(=O)c1ccc(C2SCC(=O)N2CCc2ccccc2)cc1 (stereo not given) | i
O=C(Nc1ncccc1O)C12CC3CC(CC(C3)C1)C2 | i
O=c1cc(-c2ccc3c(c2)OCO3)oc2ccc(O)cc12 | i
O=C(NC1CCCN(Cc2ccccc2F)C1)C1=CCCC1 (stereo not given) | i
CCn1ccnc1CN1CCCC(CNC(=O)C2(N)CCCC2)C1 (stereo not given) | ?
CCOC(=O)c1[nH]c(C)c(C(=O)N2CCCC(N3CCN(c4ccccc4)CC3)C2)c1C (stereo not given) | i
O=C(Nc1ccc(Br)cc1)c1cccc(S(=O)(=O)NCc2cccnc2)c1 | i
CCCn1c(SCCC(=O)O)nc2c1c(=O)[nH]c(=O)n2C | i
COCCN1C(=O)CO[C@H]2CN(c3nccc(C(F)(F)F)n3)C[C@H]21 | ?
CCc1ccc(C2N(c3nccs3)C(=O)C3CCCN32)cc1 (stereo not given) | i
COc1cc(NS(=O)(=O)c2ccc(NS(=O)(=O)c3ccc(C)cc3)cc2)nc(OC)n1 | i
C=CCN(Cc1ccc(C)s1)C(=O)C1CCN(C(=O)CC(C)C)CC1 | i
COC(=O)c1[nH]ncc1CN1CCOc2c(cc(-c3cccs3)cc2OC)C1 | i
O=C(CSc1nnc(Cc2cc(=O)[nH]c(=O)[nH]2)n1-c1ccccc1)N1CCCc2ccccc21 | i
Cc1cnn(-c2nc(-c3ccc(F)cc3)cc(C(F)(F)F)n2)c1 | ?
O[C@H]1COC[C@@H]1N1CCCN(c2ncnc3c2CCNC3)CC1 | i
Cc1cc(C)n2nc(SC(C)C(=O)NCc3ccc4c(c3)OCO4)nc2n1 (stereo not given) | i
O=C1CC(c2ccccc2Br)c2c(ccc3ccccc23)N1 (stereo not given) | i
COc1ccc(NC(=O)CN2CCN(Cc3ccc4c(c3)OCO4)CC2)cc1 | i
CN(Cc1ccccc1)C1(C(=O)NC2CCC(O)CC2)Cc2ccccc2C1 (stereo not given) | i
CCc1nc(NCC(C)C)c(C#N)c2c1COC(C)(C)C2 | i
CC(=O)N[C@H]1[C@H](O[C@H]2CC[C@@]3(C)C(CC[C@]4(C)C3CC=C3C5CC(C)(C)CC[C@]5(C(=O)O)C(O)C[C@]34C)C2(C)C)O[C@H](CO[C@@H]2O[C@H](C)[C@H](O)[C@H](O)[C@H]2O[C@@H]2OC[C@@H](O)[C@H](O)[C@H]2O)[C@@H](O)[C@@H]1O (stereo not given in full) | i
COc1ccccc1N1CCN(C(=O)c2ccc(Cl)cc2Cl)CC1 | ?
CN(CCc1ccccn1)C(=O)Cc1c(C(=O)O)[nH]c2ccccc12 | i
CC(=O)N1c2c(cc(Br)cc2S(=O)(=O)NCc2cccs2)CC1C (stereo not given) | i
Cc1ccc(NC(=O)c2cc(C(=O)Nc3ccc(C)c(C)c3)n(C)n2)cc1C | ?
CCOCC(=O)Nc1c(C(=O)Nc2cccc(F)c2)oc2ccccc12 | i
CSc1ccc(CCNC(=O)c2cc3ccccn3n2)cc1 | i
COc1ccc(CCNc2oc(COc3ccccc3C)nc2C#N)cc1OC | 38%*

# More entries follow:
Molecule | ST2 IL33 inh
CC(=O)/C(C)=C(\NC(=O)c1ccccc1)c1ccccc1 | ?
Clc1ccc(CN2CCCCCCC2)cc1 | i
Cc1ccnc(CC(C)N(C)C(=O)c2cc3cnccc3nc2C)c1 (stereo not given) | ?
O=C1NCCN(Cc2ccccc2C(F)(F)F)C1CC(=O)N1CCC(O)CC1 (stereo not given) | i
NC(=O)C1CCN([C@H]2[C@@H]3OC[C@@H](O3)[C@@H](NCc3cnc4ccccc4c3)[C@@H]2O)CC1 | i
O=C1/C(=C\c2cccc([N+](=O)[O-])c2)N=C2CCCCCN12 | 36%*
c1cnn(CC2CCN(c3ccc(-c4nc(C5CC5)no4)cn3)CC2)c1 | ?
CCn1c(CN2CCC(c3cc(C(C)C)n[nH]3)CC2)nc2ccccc21 | i
CC(=O)NC(=O)c1cc2cc(Br)ccc2oc1=Nc1cccc(C(F)(F)F)c1 | ?
CC(=O)Nc1cccc(NC(=O)CCCOc2ccc(Cl)cc2Cl)c1 | i
O=C1CCCc2oc3c(Br)cc(NS(=O)(=O)c4cccc5ccccc45)cc3c21 | i
Cc1ccccc1CCC1CCCN(C(=O)Cc2c(C)[nH]c(=O)[nH]c2=O)C1 (stereo not given) | i
CN1[C@@H](CCC(=O)N2CCN(c3ccccn3)CC2)CNC(=O)[C@@H]2[C@H]1CCN2Cc1ncc[nH]1 | i
O=C(NCc1cccs1)c1cc(=O)[nH]c2ccc(S(=O)(=O)N3CCCCCC3)cc12 | i
CCC1C(=O)N(C)CCN1C(=O)c1ccc(CSc2ccccn2)cc1 (stereo not given) | i
Cc1cc(C)cc(Oc2coc3cc(OC(=O)C(C)(C)C)ccc3c2=O)c1 | i
Cc1ccccc1-n1nc2c(c1NC(=O)C(C)C)CSC2 | i
Cc1cc2n(n1)CCN(c1cc(N3CCOCC3)nc(N)n1)C2 | i
CNCc1cc(-c2ccc(F)cc2OC)ccc1OC | i

# Source: PubChem BioAssay (IUPUI and University of Michigan)
